Screening data as filed in PubChem BioAssay.
PAFAH1B3 inh – inhibitors of human PAFAH1B3 | Q15102 | 0.28% of 340,000 active | AID 492972 | recombinant PAFAH1B3, FP-rhodamine probe, fluorescence polarization | inhibition, % at 3.39 µM;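 active means inhibition above the screen-wide average of all tested compounds plus 3 SD, cut at about 25% in these data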;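 further: 0% = enzyme with DMSO only and 100% = wells lacking PAFAH1B3 protein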
GSTO1 inh – counter-screen for RBBP9 inhibitors: inhibitors of human GSTO1; recombinant GSTO1, activity-based probe fluorescence polarization; inhibition, % at 5.96 µM; 1.1% of 300,000 active; AID 1974;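 active means inhibition above the campaign mean inhibition plus 3 SD, cut at about 35% in these data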;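 further: 0% = GSTO1-1 with DMSO and 100% = wells lacking GSTO1-1 enzyme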
Target sequence (P78417 whole entry, looked up): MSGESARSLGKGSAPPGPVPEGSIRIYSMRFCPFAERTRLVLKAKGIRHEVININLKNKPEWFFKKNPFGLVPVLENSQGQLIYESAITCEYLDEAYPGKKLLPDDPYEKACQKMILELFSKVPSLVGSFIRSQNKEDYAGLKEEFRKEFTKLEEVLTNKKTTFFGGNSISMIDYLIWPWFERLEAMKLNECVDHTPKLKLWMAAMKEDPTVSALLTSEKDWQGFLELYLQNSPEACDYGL
LYPLA2 inh – LYPLA2 (human) inhibition in PME1 counter-screen; O95372; recombinant LYPLA2, FP-Rh probe fluorescence polarization; inhibition, % at 5.9 µM; 0.38% of 320,000 active; AID 2177;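 active means inhibition above the screen-wide mean plus 3 SD, limit set per campaign, cut at about 26% in these data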;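 further: 0% = LYPLA2 with DMSO and 100% = wells lacking LYPLA2 enzyme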
pPAFAH inh – inhibitors of human plasma PAF acetylhydrolase (pPAFAH). Q13093. recombinant pPAFAH, FP-rhodamine probe fluorescence polarization. inhibition, % at 3.39 µM. 1.5% of 330,000 active. AID 463082;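 active means inhibition above the mean inhibition across the screen plus 3 SD, cut at about 25% in these data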;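 further: inhibitors block binding of the rhodamine activity-based probe so polarization drops; 0% = enzyme with DMSO and 100% = wells lacking pPAFAH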
PAFAH1B2 FP inh – PAFAH1B2 (human) inhibition. recombinant PAFAH1B2, FP-rhodamine activity probe, fluorescence polarization. inhibition, % at 3.39 µM. 1.2% of 340,000 active. AID 492953;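 active means inhibition above the mean of all tested compounds plus 3 SD, cut at about 24% in these data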;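 further: 0% = enzyme with DMSO and 100% = wells lacking PAFAH1B2; many of its hits are not listed in these tables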
Target sequence (P68402 whole entry, looked up): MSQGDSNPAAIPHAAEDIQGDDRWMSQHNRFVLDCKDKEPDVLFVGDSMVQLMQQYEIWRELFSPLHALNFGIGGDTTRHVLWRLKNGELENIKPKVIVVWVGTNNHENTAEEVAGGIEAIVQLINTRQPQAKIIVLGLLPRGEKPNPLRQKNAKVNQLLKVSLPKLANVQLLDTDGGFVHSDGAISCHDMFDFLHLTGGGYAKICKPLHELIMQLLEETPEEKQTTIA
PAD4 inh – blocks human protein arginine deiminase 4; 0.41% of 330,000 active; inhibition, % at 6.36 µM; recombinant PAD4, RCA probe fluorescence polarization; AID 485272; Q9UM07;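 active means percent inhibition above a cutoff equal to the mean of all tested compounds plus 3 SD, cut at about 15% in these data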;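 further: 0% = PAD4 with RCA probe and DMSO and 100% = probe without PAD4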
LYPLA1 inh – counter-screen for PME1 inhibitors: inhibitors of human LYPLA1 | O75608 | recombinant LYPLA1, FP-Rh probe fluorescence polarization | inhibition, % at 5.9 µM | 0.16% of 320,000 active | AID 2174;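 active means inhibition above the mean of all tested compounds plus 3 SD, set per campaign, cut at about 14% in these data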;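 further: inhibitors block serine hydrolase probe labeling of LYPLA1 so polarization falls; 0% = enzyme with DMSO and 100% = wells lacking LYPLA1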
PREPL inh – inhibits the human prolyl oligopeptidase-like enzyme; Q4J6C6; recombinant PREPL, fluorescence polarization activity-based probe; inhibition, % at 5.96 µM; 0.68% of 320,000 active; AID 2751; in the data active means inhibition above about 43%;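 further: 0% = enzyme with DMSO and 100% = wells lacking enzyme; many of its hits are not listed in these tables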
PME-1 inh – PME-1 (human) inhibition | Q9Y570 | inhibition, % at 5.9 µM | recombinant PME-1, FP-Rh probe fluorescence polarization | 0.53% of 320,000 active;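 active means inhibition above the campaign mean of all compounds plus 3 SD, cut at about 26% in these data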;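 further: competitive labeling of PME-1 active site by serine hydrolase directed probe; 0% = PME-1 with DMSO and 100% = wells lacking PME-1 enzyme; inhibitors block probe labeling so polarization falls and inhibition rises; many of its hits are not listed in these tables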
Target sequence (Q9Y570 whole entry, looked up): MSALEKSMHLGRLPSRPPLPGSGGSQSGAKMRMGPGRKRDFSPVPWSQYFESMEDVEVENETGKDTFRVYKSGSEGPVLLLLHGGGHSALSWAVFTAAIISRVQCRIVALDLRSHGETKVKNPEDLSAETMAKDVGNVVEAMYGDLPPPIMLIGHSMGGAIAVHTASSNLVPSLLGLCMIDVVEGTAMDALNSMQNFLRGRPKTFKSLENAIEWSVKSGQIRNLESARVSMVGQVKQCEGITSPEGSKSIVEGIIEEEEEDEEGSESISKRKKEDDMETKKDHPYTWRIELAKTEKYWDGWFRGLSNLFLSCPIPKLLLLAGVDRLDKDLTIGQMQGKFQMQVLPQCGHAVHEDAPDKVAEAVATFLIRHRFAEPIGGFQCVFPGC
* = called active by the depositor; . = not tested or not shown; & = joins results of further samples. Some of the compounds tested; count on the stated rates, not on these rows.

nr	molecule	PAFAH1B3 inh	GSTO1 inh	LYPLA2 inh	pPAFAH inh	PAFAH1B2 FP inh	PAD4 inh	LYPLA1 inh	PREPL inh	PME-1 inh
1	Cc1nnc(Nc2ccc(C(=O)N3CCOCC3)cc2)c2ccccc12	5	-6	4	2	-2	-2	1	-3	-3
2	CC1Cc2ccccc2C(=O)N1 (centres undefined)	5	-8	5	9	6	-1	2	4	0
3	CCOc1cc(/C=C2/N=C(C)C(C(=O)OC)=C2O)ccc1O	4	-3	-6	0	1	1	-5	-6	-9
4	CCC(C)NC(=O)CN(C1CCCCC1)S(=O)(=O)c1ccc(F)cc1 (centres undefined)	6	-1	1	-3	-2	3	-4	4	7
5	O=C(Nc1ccc(Cl)cc1)C1CCCN(C2=NS(=O)(=O)c3ccccc32)C1 (centres undefined)	2	.	9	0	-6	-2	1	17	8
6	COc1cc(C(=O)NCc2nnc(SCC(=O)Nc3nc4ccc(C)cc4s3)o2)cc(OC)c1OC	9	11	-8	11	4	8	3	-7	1
7	N#Cc1ccc(-c2ccc(C3Nc4ccccc4C(=O)N3O)o2)cc1 (centres undefined)	7	.	6	2	7	-3	2	10	1
8	O=C(NNC(=O)c1cccs1)c1ccc(Cl)nc1	-6	1	-1	2	-2	-3	-1	4	1
9	O=C(/C=C/c1cccnc1)c1ccc(NC(=O)c2cccc(Br)c2)cc1	-61	-25	-46	-10	-30	0	-19	-9	-42
10	CCOC(=O)c1cccc(NC(=O)c2cc3sccc3n2C)c1	-5	1	-6	-1	1	0	-10	21	-16
11	C#CCN(Cc1ccco1)C(=O)c1cc(COc2ccc(F)cc2Cl)on1	3	-7	-2	1	6	0	-2	1	0
12	COc1ccc(-c2nn(-c3ccccc3)cc2/C=C/C(=O)NCCCn2ccnc2)cc1OC	0	-9	-7	-1	0	3	-5	15	-6
13	COc1ccccc1C(=O)Nc1ccc(C(=O)c2ccccc2)cc1	5	-2	-5	3	1	-9	-2	-4	-4
14	C#CCOCCOCCOCCNc1nc(N2CCN(C(=O)[C@H](CCCCN)n3cc(CCCC)nn3)CC2)nc(N2CCN(C(=O)[C@H](Cc3ccc(O)cc3)n3cc(CCO)nn3)CC2)n1	-7	11	-5	7	1	0	-4	-26	-7
15	COC(=O)c1cc(NC(=O)CN(c2ccc3c(c2)OCO3)S(C)(=O)=O)ccc1Cl	6	-5	6	-7	2	-9	-5	10	-4
16	CCOC(=O)Cc1csc(NC(=O)CSc2nnc(C3CC3)n2C)n1	7	0	4	5	1	6	2	-2	-1
17	CCc1c(C)nc(SCC(=O)c2cccs2)c(C#N)c1C	8	-7	-3	19	5	2	0	29	6
18	O=C(NCc1ccc(Cl)cc1)C1CCC(=O)N(C2CCCCCC2)C1 (centres undefined)	8	-2	2	3	2	-7	0	12	4
19	CC(=O)NCCCc1nc2ccccc2n1Cc1c(F)cccc1Cl	3	26	-4	-1	3	3	1	-22	-1
20	COc1ccccc1CC(NC(C)=O)C(=O)NC1CCN(C(=O)Nc2ccccc2Cl)CC1 (centres undefined)	16	0	4	2	14	-4	7	-3	0
21	Cc1cc(NC(=O)CSc2cc(C)c3ccccc3n2)no1	4	.	.	0	4	0	.	4	.
22	O=C(C1CCCCC1)N1CCN(c2ccccc2F)CC1	5	5	4	1	5	2	5	1	-3
23	O=C(CCc1nnc(COc2ccccc2)o1)NCCc1cccs1	5	4	-7	1	2	6	-4	-2	3
24	CN1CCN(C(=O)c2cc3ccccc3oc2=O)CC1	0	-2	-2	-7	2	3	-1	0	-10
25	CC(=O)Nc1ccc(NC(=O)CSC2=NS(=O)(=O)c3ccccc3N2)cc1	3	-1	6	-1	3	0	5	2	2
26	CCOc1cc(C(=S)N2CCCC2)ccc1OCC(=O)Nc1c(C)cc(C)cc1C	2	13	11	-1	6	-7	1	2	4
27	CC[C@]12c3[nH]c4cc(-c5ccco5)ccc4c3CCN1C(=O)[C@@H](CC(=O)NCc1cccc(C(F)(F)F)c1)C[C@@H]2C(=O)N1CCN(C(=O)c2ccco2)CC1	9	.	.	22	12	-2	.	.	.
28	NC(=O)[C@@H]1CCCN1Cc1nc(-c2cccs2)no1	5	9	1	9	4	-2	0	-1	-7
29	COc1cc(SC)ccc1C(=O)Nc1cc(C)c(OCC(=O)N2CCOCC2)c(C)c1	3	-3	-1	2	-1	0	-1	10	1
30	CCN(CC)S(=O)(=O)c1ccc(N2CCOCC2)c(NS(=O)(=O)c2ccc(OC)cc2)c1	-5	0	-1	0	4	2	-2	9	7
31	O=C(NC1CCC(C(=O)O)CC1)OCc1ccccc1 (centres undefined)	5&4	0&7	10&0	-2&3	3&4	-2&3	4&2	5&0	8&-3
32	Cc1nc2nc(-c3ccco3)[nH]n2c(=O)c1C	-1	6	-6	-2	4	4	-2	-4	-5
33	CC(Oc1ccc2oc(-c3ccccc3)c(C(=O)O)c2c1)C(=O)O (centres undefined)	-3	3	10	1	6	4	1	12	2
34	CCOC(=O)c1c(NC(=O)c2nn(CC)cc2Br)sc2c1CCCCC2	11	7	7	4	-5	-4	3	24	-1
35	OCC1(Cc2cccc(C(F)(F)F)c2)CCN(Cc2cc3ccccc3o2)CC1	6	13	4	1	1	2	-2	-30	-5
36	Cc1ccc(OCc2ccc([N+](=O)[O-])cc2)c([N+](=O)[O-])n1	0	5	10	9	0	0	2	8	1
37	CN1CCCN(C(=O)CC2(CC(=O)O)CCCC2)CC1	17	0	3	6	4	-3	-1	11	1
38	Cc1ccccc1OCc1nnc(SCc2cc(=O)[nH]c3ccccc23)o1	-2	-6	-2	-4	-1	-2	-3	11	1
39	C=CC[C@@H](CC(=O)N(CCO)Cc1ccccc1)C(=O)N[C@H](C)COC(=O)[C@@H](CC=C)Cc1ccc(F)cc1	7	.	.	3	11	3	.	6	.
40	S=C(NCCc1ccccc1)NCc1ccccc1Cl	-2	1	-4	-3	7	-1	-4	-15	1
41	Cc1ccc(S(=O)(=O)N2CCCCC2)cc1NC(=O)Cn1ncc(Cl)c(Cl)c1=O	-6	.	.	0	8	0	.	26	.
42	O=Cc1c[nH]c2ncccc12	14	-4	1	-5	-2	3	-4	-3	-9
43	CN(c1ccc(OCC(=O)O)cc1)S(=O)(=O)c1ccc2ccccc2c1	3	4	6	5	6	5	3	1	-5
44	COc1ccccc1NS(=O)(=O)c1cccc(C(=O)N2CCN(Cc3ccc4c(c3)OCO4)CC2)c1	6	0	1	14	7	-1	-3	24	9
45	Cc1cc2nc3c(nc2cc1C)CCCC3	-3	2	13	2	3	-3	3	20	1
46	O=C(CCCc1c[nH]c2ccccc12)N1CCCCCC1	5	8	0	8	9	3	1	11	-3
47	CCc1ccc(OCC(=O)Nc2ccc(-c3nc4ccccc4o3)c(O)c2)cc1	-8	0	-7	-8	-2	-5	-1	-4	-6
48	Cc1cccc(N(CC(=O)Nc2ccc(-c3nc4ccc(C)cc4s3)cc2)S(C)(=O)=O)c1	-15	-21	-18	-4	-5	-3	-13	-4	-16
49	Cc1ccc(C(C(=O)NCC2CCCO2)N(C(=O)c2snc(C(N)=O)c2N)c2ccccc2F)o1 (centres undefined)	13	8	5	-6	1	5	-7	-1	-8
50	Cc1ccc(C(NC(N)=O)c2ccccc2)cc1 (centres undefined)	7	-2	1	2	2	-3	0	-6	-1
51	CSc1ccccc1NC(=O)CN1CCCCC1	3	9	18	-1	9	-3	6	5	2
52	Cn1c(SCC(=O)Nc2ccc(N3CCOCC3)cc2)nnc1C(F)(F)F	5	.	-1	-5	0	2	-1	6	1
53	CCCC1OC23CCCCC2C(C#N)(C#N)C1(C#N)C(=N)O3 (centres undefined)	28*	14	-3	5	29*	6	-2	1	5
54	COc1ccc(CN2CN(c3ccc(Cl)cc3)C(=O)N(n3cnnc3)C2)cc1	-2	2	-1	0	2	2	-3	-1	1
55	CN1CCc2cc3c(c4c2C1CC41CCC(=NO)CC1)OCO3 (centres undefined)	3	11	3	1	0	2	3	-4	4
56	Cc1ccc(NC(=O)Cn2nnc(C(=O)NCc3cccs3)c2N)cc1Cl	-2	5	-12	-2	-1	4	-5	7	-16
57	Cc1ccc(N2C(=O)C(O)(C(F)(F)F)C3=C2CC(C)(C)CC3=O)cc1 (centres undefined)	3	4	0	5	-1	2	3	-10	4
58	COc1ccccc1OCCNC(=O)CNC(=O)c1ccc(C(C)(C)C)cc1	2	.	8	2	16	2	2	-39	3
59	O=[N+]([O-])c1ccccc1-c1ccc(C(=S)N2CCCCC2)o1	9	21	6	11	11	-11	3	6	9
60	Cc1ccccc1C(=O)NCCCCc1ccccc1	8	0	-2	2	6	1	-6	7	7

Next section:
nr	molecule	PAFAH1B3 inh	GSTO1 inh	LYPLA2 inh	pPAFAH inh	PAFAH1B2 FP inh	PAD4 inh	LYPLA1 inh	PREPL inh	PME-1 inh
61	Cc1ccc(Oc2ccccc2/C=C2\SC(=O)N(C)C2=O)cc1	-4	6	-8	-5	-2	-4	-1	-12	-8
62	CC(=O)Nc1nnc(CCN2CCCCC2)s1	2	13	-5	-8	0	4	0	15	-12
63	COC(=O)Nc1ccc(S(=O)(=O)N2CCC(C(=O)N(C)C3CCCCC3)CC2)cc1	-1	-3	-1	-5	4	-1	-1	-5	-11
64	O=C(CCC(=O)N(CC(=O)NC1CCCCC1)Cc1ccccc1)Nc1ccccn1	0	-1	3	3	-1	-8	0	3	4

Quoted at random: 2 compounds from above
nr	molecule	PAFAH1B3 inh	GSTO1 inh	LYPLA2 inh	pPAFAH inh	PAFAH1B2 FP inh	PAD4 inh	LYPLA1 inh	PREPL inh	PME-1 inh
16	CCOC(=O)Cc1csc(NC(=O)CSc2nnc(C3CC3)n2C)n1	7	0	4	5	1	6	2	-2	-1
24	CN1CCN(C(=O)c2cc3ccccc3oc2=O)CC1	0	-2	-2	-7	2	3	-1	0	-10
